# PI4K2A block: inhibitors of human PI4K2A; Q9BTU6; 420,000 tested, 0.13% active; AID 1346378; purified PI4K2A, ADP-Glo luminescence, 1 h; hits give low values; activity change, negative = inhibition, % at 76.9 µM; in the data active = activity change below about -50%; inconclusive = mostly about -30% to -49%;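 note: -100% = wells without enzyme as full effect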
# Target sequence (Q9BTU6 whole entry, looked up): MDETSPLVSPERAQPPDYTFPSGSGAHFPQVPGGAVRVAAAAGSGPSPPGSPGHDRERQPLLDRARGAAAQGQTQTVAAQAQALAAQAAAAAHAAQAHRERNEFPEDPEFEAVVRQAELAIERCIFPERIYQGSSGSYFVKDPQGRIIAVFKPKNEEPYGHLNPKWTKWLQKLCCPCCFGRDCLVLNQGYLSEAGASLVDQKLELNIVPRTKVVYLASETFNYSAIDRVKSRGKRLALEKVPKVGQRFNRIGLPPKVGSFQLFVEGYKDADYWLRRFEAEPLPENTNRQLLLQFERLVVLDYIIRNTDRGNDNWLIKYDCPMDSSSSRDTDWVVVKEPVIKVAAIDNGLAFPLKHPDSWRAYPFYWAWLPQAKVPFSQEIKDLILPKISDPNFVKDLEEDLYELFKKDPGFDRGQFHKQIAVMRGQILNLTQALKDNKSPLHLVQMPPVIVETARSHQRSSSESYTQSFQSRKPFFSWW
#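 Compounds are screened against recombinant PI4K2A using PI as substrate and ATP, the latter dispensed at 300 microM. Reactions run one hour at ambient temperature before ADP-Glo detection; full inhibition defined by wells lacking enzyme.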
# GLS inhibitor: blocks human kidney-isoform glutaminase activity; 410,000 tested, 0.21% active; O94925; Potency, µM (top dose mostly 45.5 µM), for the others: top-dose activity change, negative = inhibition, most hits filed as inhibitors; AID 624170; GLS enzymatic activity, qHTS titration; active = well fitted inhibition curve with a large enough effect; inconclusive = small, poorly fitted or top-dose-only effect, or another doubt; inactive = no such curve, though single readings can be large or run the other way; note: potency is the fitted concentration of half-maximal effect
#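 Glutamate formation by hKGA was monitored fluorometrically using coupled glutamate oxidase, HRP and Amplex Red. Substrate was added as 1 mM L-glutamine solution; incubation was 30 min at RT after an initial read.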
# * hit, by the source's call; ? = inconclusive; [ ] = another dose, or the depositor's remark. Unless noted, % is set by controls: 0 for no effect and ±100 for the full control effect.
PI4K2A block | GLS inhibitor | SMILES
0 | 3% | CC1(C(=O)NS(=O)(=O)c2ccccc2OC(F)(F)F)CCN1C(=O)Cc1ccccc1 (stereo unspecified)
-5 | 4% | COCCNC(=O)C1(C)CCCN(C(=O)c2ccc(-c3ccccc3)cc2)C1 (stereo unspecified)
-3 | 4% | CCc1nc2cc(NC(=O)C3(C)CCCN(C(C)C)C3)ccc2o1 (stereo unspecified)
3 | -6% | CC1(C(=O)NS(=O)(=O)C2CC2)CCCN(C(=O)c2cccs2)C1 (stereo unspecified)
3 | 0% | CCOC(=O)[C@]12CCC=C1N(Cc1ccc(Cl)cc1Cl)C(=O)[C@H](CC(=O)N1CCC(c3ccccc3)CC1)C2
0 | -2% | CCCC(=O)N1CCC1(C)C(=O)NS(=O)(=O)c1ccc(C(C)(C)C)cc1 (stereo unspecified)
1 | -1% | CCOC1=C2[C@@H](CN(S(=O)(=O)c3ccc(C)cc3)[C@H]2c2cccc3ccccc23)[C@H]2C(=O)NC(=O)[C@H]2C1
-2 | 19% | CCc1nc2ccc(C(=O)NCCc3c[nH]c4ccccc34)cn2c1N(C)Cc1nccn1C
-4 | -17% | CCCCNC(=O)C[C@@H]1C[C@@]2(C(=O)OCC)CCC=C2N(CCC2=CCCCC2)C1=O
6 | 1% | Nc1[nH]c(C(=O)c2ccccc2)c(-c2cccc3ccccc23)c1C(=O)NCc1ccccc1
2 | 1% | COc1ccc(-c2ccc3c(c2)c(Sc2ccccc2)c(-c2ccccc2)n3C)cc1
-6 | 14% | CC1=C(C(=O)N2CCCCCC2)CC(CC(=O)NC(c2ccccc2)c2ccccc2)C(=O)N1Cc1ccccc1 (stereo unspecified)
1 | -12% | Cc1c(C(=O)NCc2ccc(C#N)cc2)sc(=O)n1Cc1ccc(C(=O)N(C)C)cc1
-5 | -1% | COc1ccc(-c2csc(C(NC(C)=O)c3cccc(OC)c3)n2)cc1 (stereo unspecified)
3 | 19% | Nc1cc(N)cc(Cc2ccccc2)c1
0 | -1% | COC(=O)[C@]12CCCCC=C1N(CCC1=CCCCC1)C(=O)[C@H](CC(=O)N1CCOCC1)C2
0 | 2% | Cn1c(NCCN2CCCC2)nc2cc(-c3cccc(C(F)(F)F)c3)sc2c1=O
-9 | 3% | c1cn2cc(-c3ccc(CN4CCOCC4)cc3)ccc2n1
-5 | 8% | COc1ccc(-c2cc(NC(C)=O)c3ncc(-c4ccc(OC)c(OC)c4)n3c2)c(OC)c1
7 | -9% | COc1ccc(CCN2C(=O)CCC3=C2CCCC3=O)cc1OC

# Full records, looked up by structure. Screens in order: PI4K2A block	GLS inhibitor
# c1cn2cc(-c3ccc(CN4CCOCC4)cc3)ccc2n1 is entered as -9	3%
# COc1ccc(-c2ccc3c(c2)c(Sc2ccccc2)c(-c2ccccc2)n3C)cc1 is entered as 2	1%
# Nc1cc(N)cc(Cc2ccccc2)c1 is entered as 3	19%
# COc1ccc(-c2csc(C(NC(C)=O)c3cccc(OC)c3)n2)cc1 (stereo unspecified) is entered as -5	-1%

# (list continues)
PI4K2A block | GLS inhibitor | SMILES
-1 | 4% | NC(Cc1ccc(C(F)(F)F)cc1)c1csc(NC(=O)NCCc2ccccc2)n1 (stereo unspecified)
-5 | 19% | CCOC(=O)N(C)c1c(CC)nc2c(OCc3ccccc3C(=O)OC)cccn12
-5 | 11% | COc1ccc(-c2coc3c(C(=O)NC(C)C)cccc23)c(C)c1
4 | -8% | Cc1ccc(Cn2cc(CN3CC(N4CCSCC4)CS3(=O)=O)nn2)cc1 (stereo unspecified)
5 | -3% | CC(=O)Nc1ccc(-c2ccnc3c2CC(C)(C(=O)NCc2ccco2)O3)cc1 (stereo unspecified)
4 | -6% | CC1(C(=O)Nc2ccc(Cl)c(C(F)(F)F)c2)Cc2c(-c3cccc(C(N)=O)c3)ccnc2O1 (stereo unspecified)
-1 | -4% | CC(=O)Nc1cccc(-c2ccnc3c2CC(C)(C(=O)NCCN(C)C)O3)c1 (stereo unspecified)
-7 | 1% | Cn1cc(-c2coc3c(C(=O)Nc4ccccc4)cccc23)cn1
-6 | 3% | COCCCn1cc(CN2CC(N3CCSCC3)CS2(=O)=O)nn1 (stereo unspecified)
5 | -1% | CCCS(=O)(=O)NC(=O)C1(C)CCN(C(=O)c2ccc3c(c2)OCO3)C1 (stereo unspecified)
1 | 29% | Cn1c(=O)c2cc(NC(=S)NC3CC3)ccc2n1Cc1ccc(F)cc1
0 | -10% | CNc1nc(NCC2CCCCC2)c2sccc2n1
2 | 4% | CCc1nc2c(OCCC3CCCCC3)cccn2c1N(C)C(=O)COc1ccccc1
-3 | 0% | CCc1nc2c(OCc3ccccc3C)cccn2c1N(C)C(=O)C1CC1
6 | 3% | Cc1cc2oc(=O)cc(CN3CCN(c4ccc(Cl)c(Cl)c4)CC3)c2cc1Cl
2 | -1% | Cc1ccc(Sc2ccc(NC(=O)c3ccc(F)cc3)cc2C#N)cc1
-3 | 4% | COC(=O)[C@]12CCCCC=C1N(CCC1=CCCCC1)C(=O)[C@H](CC(=O)NCC1CCCCC1)C2
-4 | 8% | O=C(NCC(F)(F)F)c1ccc2sc([C@@H]3O[C@H](CO)[C@H](O)[C@H](O)[C@H]3O)nc2c1
3 | -20% | C=CCCCCCCCCC(=O)O
2 | 4% | NC(CCc1ccccc1)c1csc(Nc2ccccn2)n1 (stereo unspecified)
-2 | -11% | CN(C)CCN1CCN(C2CN(Cc3ccc([N+](=O)[O-])cc3)S(=O)(=O)C2)CC1 (stereo unspecified)
-3 | 2% | COc1ccc(NC(=O)c2cc(C3CCCCN3S(C)(=O)=O)on2)c(C)c1 (stereo unspecified)
-1 | -10% | Cc1cccc(C)c1NC(=O)c1ccc2sc([C@H]3C[C@H](O)[C@@H](CO)O3)nc2c1
-2 | ? | CSCCC(C(=O)Nc1c(C)cccc1C)N(C)CCc1ccccc1 (stereo unspecified)
3 | 1% | CCCCOCCCNC(=O)C[C@@H]1C[C@@]2(C(=O)OCC)CCCC=C2N(Cc2cccc3ccccc23)C1=O
3 | 1% | Cc1cc(C)cc(C(O)c2ncc(-c3ccc(C(F)(F)F)cc3)[nH]2)c1 (stereo unspecified)
-7 | 35%[activator] | CCN(C)c1cc2c(c3c1ccn3C)C1CCC2C1 (stereo unspecified)
5 | -4% | Cc1ccc2c(c1)N(Cc1ccccc1)C(=O)C(C)O2 (stereo unspecified)
2 | 1% | COCCNC(=O)C1(C)CCCN(CC(=O)c2ccc(OC)cc2)C1 (stereo unspecified)
-1 | 91%[activator] | CN(C)c1ccc(NC(=O)Nc2nnc([C@H]3C[C@H](O)[C@@H](CO)O3)s2)cc1
-5 | 2% | CCc1nc2c(OCC3COc4ccccc4O3)cccn2c1N(C)C(=O)c1cccs1 (stereo unspecified)
4 | -11% | COc1cc(CNc2ncnc3c2ncn3[C@H]2CN(Cc3ccc(F)cc3)C[C@@H](CO)O2)cc(OC)c1OC
-2 | ? | COc1ccc(-c2csc(C(O)(c3ccccc3)C(F)(F)F)n2)cc1 (stereo unspecified)
-1 | 1% | CCOC(=O)[C@]12CCCC=C1N(Cc1ccco1)C(=O)[C@H](CC(=O)NCc1ccc(OC)c(OC)c1)C2
0 | 8% | OC(Cc1cccc(Br)c1)c1ncc(-c2ccccc2C(F)(F)F)[nH]1 (stereo unspecified)
-2 | 5% | CC(C)Oc1cccc(NC(=O)C2(C)CCCN(C)C2)c1 (stereo unspecified)
-4 | 9% | Clc1ccc2nc(-c3ccccc3)c(Cc3ccsc3)n2c1
8 | -7% | NC(N)=NN=Cc1ccnc2ccccc12
-1 | 0% | CCCCCCN1CCN(C2CN(Cc3ccccc3)S(=O)(=O)C2)CC1 (stereo unspecified)
-3 | 4% | Cc1cccc(C)c1C(O)c1ncc(-c2cccc(C(F)(F)F)c2)[nH]1 (stereo unspecified)
-1 | 2% | COc1ccc(-c2coc3c(C(=O)NCc4cccs4)cccc23)c(C)c1
-2 | -18% | O=C1c2cccc(O)c2C(=O)c2c(O)cccc21
3 | 1% | CSc1ccc(-c2cc3c(c4c2ccn4C)C2CCC3C2)cc1 (stereo unspecified)
2 | 4% | Cc1ccc(S(=O)(=O)N2C[C@H]3[C@H]4C(=O)N(c5ccccc5)C(=O)[C@H]4CC(=O)[C@H]3[C@@H]2c2cccc3ccccc23)cc1
0 | -4% | COc1cc(-c2cc(NC(C)=O)c3ncc(-c4ccc(F)cc4)n3c2)cc(OC)c1OC
-4 | -3% | COCCNc1nc(Nc2ccc(C#N)cc2)c2sccc2n1
-1 | 0% | CC1(C(=O)NCc2ccc(Cl)cc2)CCN1C(=O)Cc1cccs1 (stereo unspecified)
0 | -1% | COc1ccc(C(=O)N2CCC2(C)C(=O)NC(C)C)c(OC)c1 (stereo unspecified)
-2 | -4% | Cc1c(C(=O)NCc2ccc(C(F)(F)F)cc2)sc(=O)n1Cc1ccc(S(=O)(=O)N(C)C)cc1
2 | -5% | O=C(Nc1ccc2c(c1)OCO2)C1Cc2c(-c3ccncc3)ccnc2O1 (stereo unspecified)

# (next part)
PI4K2A block | GLS inhibitor | SMILES
2 | 4% | Nc1[nH]c(C(=O)c2ccccc2)c(-c2ccccc2Cl)c1C(=O)c1ccccc1
-1 | 10% | O=C(Nc1ccc(Cl)cc1)c1ccc2sc([C@@H]3O[C@H](CO)[C@H](O)[C@H](O)[C@H]3O)nc2c1
6 | -18% | CC(C)CCN1C(=O)c2ccccc2C1c1nnnn1C(C)C (stereo unspecified)
5 | -3% | O=C1c2ccccc2C(c2nnnn2Cc2ccccc2)N1CCc1ccccc1F (stereo unspecified)
-10 | 26% | CN(C)c1ccc(C(=C2C=CC(=[N+](C)C)C=C2)c2ccccc2)cc1
-3 | 5% | COCCNC(=O)C1(C)CCCN(C(=O)Cc2ccc3ccccc3c2)C1 (stereo unspecified)
0 | -7% | COc1ccc(C(C)=O)cc1CN1C(=O)C(Cc2ccccc2)ON=C1c1ncccc1C (stereo unspecified)
-2 | 4% | CCCNC(=O)C1(C)CCCN(Cc2cccs2)C1 (stereo unspecified)
1 | -11% | O=C1C(c2ccccc2)=NCCN1C(c1ccc(F)cc1)c1nc2ccccc2[nH]1 (stereo unspecified)
-4 | 13% | CC(=O)c1ccc(OCc2c(-c3ccccc3)nnn2CC(=O)NS(=O)(=O)c2ccc(C)cc2)cc1
3 | -12% | CCCCC[C@H](C)N1C[C@@H](COCc2ccccc2)Oc2cc(N3CCC[C@H]3C(N)=O)ccc2S1(=O)=O
-6 | 9% | CCc1nc2c(OCC(=O)N(C)C)cccn2c1N(C=O)Cc1ccc(OC)cc1
-4 | 2% | CC1(C(=O)Nc2ccccc2)CCN1C(=O)C1(c2ccccc2)CC1 (stereo unspecified)
0 | 7% | CC1(C(=O)Nc2ccc3nc[nH]c3c2)CCN1C(=O)Cc1ccc(-c2ccccc2)cc1 (stereo unspecified)
-7 | 5% | Cc1cc(Br)cn2c(Cc3ccsc3)c(-c3ccc(F)cc3)nc12
-3 | 0% | Cc1ccsc1C(=O)N1CCC1(C)C(=O)Nc1cccc(C#N)c1 (stereo unspecified)
? | 5% | c1ccc(-c2ccc3ncccc3n2)cc1
-4 | 4% | CC(=O)Oc1ccc(C2(c3ccc(OC(C)=O)cc3)Oc3ccccc3NC2=O)cc1
0 | 0% | CCCNC(=O)C1(C)CCN1C(=O)Cc1ccc(C(C)(C)C)cc1 (stereo unspecified)
-8 | -7% | COc1cc(CN2C[C@@H](CO)O[C@@H](n3cnc4c(N(C)C)ncnc43)C2)cc(OC)c1OC

# Exported with tabs: entries from further up
Molecule	PI4K2A block	GLS inhibitor
COc1cc(CN2C[C@@H](CO)O[C@@H](n3cnc4c(N(C)C)ncnc43)C2)cc(OC)c1OC	-8	-7%
CC(=O)Oc1ccc(C2(c3ccc(OC(C)=O)cc3)Oc3ccccc3NC2=O)cc1	-4	4%
CC1(C(=O)Nc2ccc3nc[nH]c3c2)CCN1C(=O)Cc1ccc(-c2ccccc2)cc1 (stereo unspecified)	0	7%
CCCNC(=O)C1(C)CCN1C(=O)Cc1ccc(C(C)(C)C)cc1 (stereo unspecified)	0	0%
c1ccc(-c2ccc3ncccc3n2)cc1	?	5%

# Other structures follow.
PI4K2A block | GLS inhibitor | SMILES
3 | -12% | CCNC(=O)N(C)c1c(CC)nc2ccc(C(=O)N3CCN(C(C)=O)CC3)cn12
-5 | 5% | CCCCCCn1cc(CN2CC(N(C)CCC)CS2(=O)=O)nn1 (stereo unspecified)
-11 | 10% | COc1ccccc1Cc1c(-c2cccc(Br)c2)nc2ccc(Cl)cn12
-2 | -2% | CC(=O)OC[C@@H]1CN(Cc2ccccc2)C[C@H](n2cnc3c(Nc4ccccc4)ncnc32)O1
-1 | 12% | Cc1nc2c(OCc3ccc(Cl)cc3Cl)cccn2c1N(C)Cc1cccs1
2 | -3% | COc1cccc(C(O)c2nc(-c3cccc(C(C)C)c3)cs2)c1 (stereo unspecified)
0 | -10% | Cc1cccc(S(=O)(=O)NC(=O)C2(C)CCN2C(=O)CCc2ccccc2)c1 (stereo unspecified)
-7 | -6% | Cc1cc(C)c2cc(C#N)c(NCCCN)nc2c1
3 | -6% | O=C(NCc1cccnc1)c1csc([C@@H]2C[C@H](O)[C@@H](CO)O2)n1
-2 | -6% | CC(=O)NCCNc1nc2cc(-c3ccccc3)sc2c(=O)n1C
-27 | -7% | Clc1ccc2nc(-c3ccco3)c(Cc3ccccc3)n2c1
5 | 14% | CCN(CC)CCN(C)C(=O)c1[nH]c(C(F)(F)F)nc1-c1ccccc1

# Bioassay records (PubChem)

# Some of the compounds tested. The share of hits here may be higher or lower than overall.
